Source: PubChem BioAssay (several laboratories)
STAT1 activator: increases IFN-gamma driven STAT1 reporter signal | AID 932 | NIH 3T3 STAT1-luciferase reporter, luminescence; 100% = IFN-gamma alone, no compound | 200,000 tested, 2.6% active | activation (% of control), % at 5.5 µM;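 active means activation above the screen-wide mean activation plus 3 SD, cut at about 130% in these data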;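 further: raw ratio to IFN-gamma control signal so 100% means no change and 0% no light; values of inactives mirror those of a sister screen read the other way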
STAT3 act: increases IL-6 driven STAT3 reporter signal | activation (% of control), % at 5.6 µM | U3A cells, IL-6 STAT3-luciferase reporter, luminescence; 100% = signal with IL-6 EC80 alone | 190,000 tested, 0.91% active | AID 871;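 active means activation above the screen-wide mean of compound activation plus 3 SD, cut at about 130% in these data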;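 further: 0% = background luminescence of wells with medium and substrate only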
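Material: STAT3-luciferase reporter U3A cells; Probe or stimulus: IL-6 (33 ng/mL); Incubation: compound pre-incubation 1 h before IL-6, then 6 h stimulation at 37 °C; Technique: luminescence from STAT3-driven luciferase reporter; Evaluation: % activation versus median of IL-6-stimulated wells; Controls: IL-6-only high control.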
STAT3 inh: STAT3 signaling inhibition; inhibition, % at 5.5 µM; 190,000 tested, 0.89% active; U3A cells, IL-6 STAT3-luciferase reporter, luminescence; host cell line lacks STAT1;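 active means inhibition above the mean inhibition across all screened compounds plus 3 SD, cut at about 44% in these data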;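 further: 0% = DMSO only wells and 100% = 100 µM nifuroxazide control wells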
RAM network inh: blocks the yeast RAM network. 190,000 tested, 1.8% active. AID 868. S. cerevisiae dse1pr::URA3 reporter, 5-FOA growth OD615, 2 d; analog-sensitive cbk1-as2 kinase mutant strain. inhibition, % at 50 µM;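 active means inhibition above a set limit, 3 SD over mean compound inhibition, cut at about 8.4% in these data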;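 further: 0% = DMSO-only wells with no growth and 100% = 10 µM 1-NA-PP1 full growth; inhibition rescues growth on 5-FOA so higher OD means more RAM inhibition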
APP transl inh: APP translation inhibition. SH-SY5Y APP 5'UTR-luciferase reporter, luminescence. inhibition, % at 2 µM. 190,000 tested, 0.82% active. AID 1285;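 active means inhibition above a set limit, derived from the sample mean plus 3 SD, cut at about 45% in these data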; further: values of inactives mirror those of a sister screen read the other way
NF-kB neuron act: raises NF-kB expression in human neuronal cells | NF-kB reporter expression; hits give high values | fold change at 12.5 µM | 190,000 tested, 1.6% active | AID 1239; in the data active means fold change above about 3.3
FLuc inhib CS: Photinus pyralis luciferase inhibition counter-screen; P08659; ATPLite firefly luciferase biochemical luminescence, 10 min; inhibition, % at 10 µM; 200,000 tested, 1.5% active;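 active means inhibition above about 50% when tested at 10 µM, limit read from the data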
Target sequence (P08659 whole entry, looked up): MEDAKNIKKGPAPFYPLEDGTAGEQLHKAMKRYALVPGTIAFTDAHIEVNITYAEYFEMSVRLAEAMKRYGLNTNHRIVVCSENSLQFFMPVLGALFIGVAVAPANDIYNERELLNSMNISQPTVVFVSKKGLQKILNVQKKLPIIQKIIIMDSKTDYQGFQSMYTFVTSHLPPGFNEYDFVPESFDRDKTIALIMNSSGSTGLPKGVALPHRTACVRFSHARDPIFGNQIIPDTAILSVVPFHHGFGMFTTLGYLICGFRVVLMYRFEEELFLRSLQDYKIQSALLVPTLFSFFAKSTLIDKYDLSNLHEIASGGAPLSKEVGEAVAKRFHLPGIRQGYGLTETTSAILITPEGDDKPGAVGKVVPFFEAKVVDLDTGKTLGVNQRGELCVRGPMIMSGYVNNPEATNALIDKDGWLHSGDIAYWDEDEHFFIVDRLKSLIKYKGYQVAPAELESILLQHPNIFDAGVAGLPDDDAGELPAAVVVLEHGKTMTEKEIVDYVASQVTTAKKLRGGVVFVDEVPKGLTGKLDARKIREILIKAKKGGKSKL
STAT1 inh: STAT1 signaling inhibition; NIH 3T3 STAT1-luciferase reporter, IFN-gamma, luminescence; inhibition, % at 5.5 µM; 200,000 tested, 0.35% active;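 active means inhibition above a set limit, the mean inhibition across all tested compounds plus 3 SD, cut at about 34% in these data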;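 further: 0% = IFN-gamma with DMSO and 100% = IFN-gamma with 300 µM nifuroxazide; values of inactives mirror those of a sister screen read the other way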
APP 5'UTR act: activates APP 5'UTR luciferase reporter. SH-SY5Y APP 5'UTR luciferase reporter, luminescence; zero percent = DMSO vehicle wells. activation, % at 2 µM. 190,000 tested, 1% active. AID 1276;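 active means activation above a set limit, based on mean plus 3 SD of controls, cut at about 140% in these data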; further: values of inactives mirror those of a sister screen read the other way
Hsp70 activator: transcriptional activators of Hsp70; HeLa Hsp70 promoter luciferase reporter, luminescence; scaled: vehicle 0, proteasome-inhibitor control 100%; activation, % at 10 µM; 200,000 tested, 0.04% active; AID 1203;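 active means activation above the mean across all tested compounds plus 3 SD, cutoff set per campaign, cut at about 5.5% in these data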;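 further: 100% = MG132 at 30 µM as the positive control and 0% = DMSO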
Starred values were filed as active, the others as inactive; nt = no result given.

SMILES	STAT1 activator	STAT3 act	STAT3 inh	RAM network inh	APP transl inh	NF-kB neuron act	FLuc inhib CS	STAT1 inh	APP 5'UTR act	Hsp70 activator
COC(=O)Cc1ccc2c3ccccc3n(C)c2c1	111	84	25	1.5	-3	1.6	-3	-12	3	-0.6
COc1ccc(S(=O)(=O)N(C)CC(=O)N2CCOCC2)cc1Cl	99	104	0	0.4	-5	0.88	-7	0	5	-0.5
O=C(NC(N1CCOCC1)C(Cl)(Cl)Cl)c1cc([N+](=O)[O-])cc([N+](=O)[O-])c1 (stereo not drawn)	100	98	3	-0.6	7	1.1	-5	-1	-7	-0.2
O=C(CNCCC1=CCCCC1)Nc1ccccc1N1CCCCC1	96	107	-4	0.9	12	1	2	4	-12	0.1
Cc1cc(S(=O)(=O)N(Cc2ccc(C(C)(C)C)cc2)Cc2cccs2)ccc1-n1cnnn1	101	100	-3	9.3*	5	1.1	-7	-1	-5	-0.1
COc1ccc(NC(=O)C2CCCN(S(=O)(=O)c3c(C)[nH]c(=O)[nH]c3=O)C2)cc1Cl (stereo not drawn)	109	112	-14	4.5	-7	1.1	-3	-12	7	-0.5
Cc1ccc(-c2cc(C(=O)Nc3cnn(C(C)C)c3)no2)cc1	110	88	18	2.6	-10	1.2	8	-10	10	-0.5
COc1c(C(C)C)oc2cc3oc(=O)ccc3cc12	110	94	9	1.0	4	1.4	-4	-12	-5	0.2
O=C(CN(C(=O)CSc1nc2ccccc2o1)c1ccccc1F)NC1CCCCC1	107	113	-18	2.1	13	1.1	-6	-8	-13	-0.1
Cc1ccc(S(=O)(=O)N2CCOCC2)cc1C(=O)NC(=S)N(Cc1ccccc1)C(C)C	102	93	10	2.2	3	1.2	-8	-3	-3	-0.3
N#Cc1nc(-c2cccs2)oc1N1CCN(c2ccccc2)CC1	103	80	26	7.3	-32	1.6	1	0	32	-0.4
CCCc1nc(NC2CCCCC2)c(C#N)c2c1COC(C)(C)C2	87	105	-2	5.0	-3	1.1	-6	15	3	0.1
O=C(NC1CC1)c1ccc(C2SCC(=O)N2Cc2ccccc2)cc1 (stereo not drawn)	97	90	16	2.4	-6	nt	-3	2	6	-0.4
O=C(/C=C/c1ccccc1)n1cnnc1SC/C=C/c1ccccc1	104	101	3	12*	-8	1.2	0	-5	8	-0.1
O=C(c1ccccc1)n1ccc2ccccc21	93	100	7	0.7	6	1.2	-1	9	-6	-0.4
COc1ccc(OCC(=O)Nc2ccc(S(=O)(=O)N3CCOCC3)cc2)cc1	95	100	6	3.4	-12	1.2	-6	5	12	-0.3
Oc1ccccc1-c1cc(C(F)(F)F)nc(-c2ccccc2)n1	103	111	-5	7.3	-7	1	-7	-5	7	-0.2
O=C(CSc1n[nH]c(=O)n1C1CC1)NCc1ccccc1Cl	95	97	4	2.7	3	1.1	-5	6	-3	1.5
CCCN1CCC(N2CCCC(C(=O)O)C2)CC1 (stereo not drawn)	92	102	-1	-0.5	-8	2	-5	7	8	-0.3
CCCCCCCCNC(=S)NCCN1CCCCC1	91	96	12	-0.4	7	0.94	-7	10	-7	-0.1
OCCN1CCN(C(=S)Nc2ccc(Oc3ccccc3)cc2)CC1	98	103	1	-1.2	-2	1	-2	1	2	-0.1
Cc1cc(=O)n2nc(N3CCCC(C(=O)NCCc4ccccc4)C3)sc2n1 (stereo not drawn)	99	96	9	0.1	-5	0.83	-3	-1	5	-0.5
Cc1c(=O)n(OCc2c(F)cccc2F)c2ccccc2[n+]1[O-]	96	105	-4	nt	18	nt	nt	4	-18	-0.3
Cn1c(=O)c2cc(S(=O)(=O)N3CCN(c4cccc(C(F)(F)F)c4)CC3)ccc2n(C)c1=O	105	109	-11	4.4	20	1.5	-4	-2	-20	-0.1
CO/N=C(/CNC(=O)c1ccccc1Cl)c1ccc(Cl)cc1	101	107	0	4.0	-22	1.4	-6	-1	22	-0.2
SMILES	STAT1 activator	STAT3 act	STAT3 inh	RAM network inh	APP transl inh	NF-kB neuron act	FLuc inhib CS	STAT1 inh	APP 5'UTR act	Hsp70 activator
COc1cccc(/C=C/C2=CC(C)(C)NC(=S)N2)c1	115	112	-10	0.1	-3	1.3	-1	-18	3	0.0
Cn1cnc([N+](=O)[O-])c1S(=O)(=O)c1ccc(Cl)cc1	96	104	-6	4.0	11	3.1	-6	5	-11	-0.2
CCc1nnc(NC(=O)CSc2nnc3scc(-c4ccc(C)cc4)n23)s1	100	102	2	nt	-4	nt	nt	0	4	-0.4
Cc1cc2n(n1)SC(Nc1cc(Cl)ccc1Cl)N2 (stereo not drawn)	105	92	8	1.1	-22	1.3	-5	-5	22	-0.2
CCOc1cccc(NC(=O)/C(C#N)=C\c2cccnc2)c1	96	104	0	1.6	2	0.81	-11	3	-2	-0.3
CCc1ccc(N2CSC3=C(C#N)C(c4cccs4)CC(=O)N3C2)cc1 (stereo not drawn)	102	100	4	0.5	-28	0.84	-3	-4	28	-0.2
Cc1nc2ccc(S(=O)(=O)NC(C(=O)NCc3ccco3)C(C)C)cc2s1 (stereo not drawn)	99	105	-6	1.1	-16	1	5	2	16	-0.2
COc1ccc(C(=O)C2CCCN(Cc3cccn3-c3ccc(Cl)cn3)C2)c(OC)c1 (stereo not drawn)	87	104	2	2.6	-12	0.72	1	14	12	-0.2
O=Cc1ccc(-c2ccccc2OC(F)(F)F)o1	91	96	6	3.0	-4	1.5	-8	6	4	-0.5
Cc1ccnc(N2CCC(C(=O)NCc3ccc(F)cc3)CC2)n1	95	103	2	1.8	-23	0.98	-7	4	23	0.6
CN(C)S(=O)(=O)Oc1ccsc1C(=O)Nc1cccc(Cl)c1	95	103	2	3.4	-2	0.96	5	6	2	-0.2
Cc1ccc(NC(=O)C(C)c2ccc(-c3ccccc3)c(F)c2)cc1 (stereo not drawn)	95	95	7	3.0	-10	0.78	-4	6	10	-0.3
COC(=O)c1ccc(C2C(C(C)=O)=C(O)C(=O)N2CCO)cc1 (stereo not drawn)	94	100	3	0.6	11	1.1	-6	7	-11	0.0
Cc1noc(C)c1C(=O)OCC(=O)NCCC1=CCCCC1	99	102	0	1.1	8	1.1	-9	1	-8	-0.2
Cn1c(N)c(C(=O)COc2ccc(Cl)cc2Cl)c(=O)n(C)c1=O	97	75	32	1.9	8	0.85	-7	2	-8	0.4
CCn1cc(Br)c(C(=O)NCc2ccco2)n1	102	100	3	-0.6	-11	1.1	-5	-2	11	-0.1
NS(=O)(=O)c1ccc(Nc2nc(-c3ccccc3)cs2)cc1	131*	83	25	7.1	-52	1.2	-6	-34	52	0.0
COc1ccc(/C(N)=N/OC(=O)Cc2ccc(C)cc2)cc1OC	94	97	4	-1.2	-9	1.4	-6	7	9	-0.3
Cc1occc1C(=O)n1nnc2ccccc21	95	100	3	2.4	-2	0.9	7	5	2	-0.2
CCN(Cc1ccccc1)Cc1nnnn1Cc1ccccc1	110	106	0	-0.1	6	0.96	-5	-12	-6	0.0
COc1ccc(OC)c(Nc2nc(-c3sc(NC(=O)CC(C)C)nc3C)cs2)c1	98	88	18	2.9	-1	1	-9	3	1	0.1
CC(C(=O)NC1CCCc2ccccc21)N1CCN(Cc2ccc3c(c2)OCO3)CC1 (stereo not drawn)	88	104	2	1.6	-10	1.1	1	13	10	-0.4
Cc1cc(NC(=O)Cc2ccccc2)nc2c1c(=O)oc1ccccc12	100	79	33	-0.2	2	1.6	-7	0	-2	0.0
O=C(CC(SCCO)c1ccc(F)cc1)c1ccco1 (stereo not drawn)	104	92	18	1.2	0	1.5	-2	-5	0	-0.1
CCOc1ccc(-n2c(SCC(=O)Nc3ccc4c(c3)OCCO4)nc3c(c2=O)SCC3)cc1	105	102	3	3.8	-11	1	-7	-5	11	-0.2
SMILES	STAT1 activator	STAT3 act	STAT3 inh	RAM network inh	APP transl inh	NF-kB neuron act	FLuc inhib CS	STAT1 inh	APP 5'UTR act	Hsp70 activator
CC(C)NC(=S)N/N=C/c1ccc2c(c1)OCCO2	104	95	11	0.1	-24	1.8	76*	-5	24	-0.4
CCc1ccc(C(=O)NNC(=S)Nc2ccc(S(N)(=O)=O)cc2)s1	104	104	1	0.4	-18	1.2	2	-7	18	-0.2
COc1ccc(Cl)cc1NC(=O)c1ocnc1C	109	88	18	1.3	-2	1	-3	-10	2	0.0
O=C(NC(=S)N1CCN(c2nc(-c3ccccc3)cs2)CC1)c1cncc(Br)c1	106	110	-6	0.6	-26	1	-8	-7	26	-0.4
CCOc1ccc(C(=O)Nc2ccccc2N2CCOCC2)cc1	106	96	9	-0.1	1	1.3	8	-7	-1	-0.2
COc1cccc(NS(=O)(=O)c2ccc3[nH]cc(C(=O)NCCCOC(C)C)c(=O)c3c2)c1	97	99	5	9.5*	2	0.81	-10	3	-2	-0.1
O=C(NCc1ccco1)C12CN(Cc3ccccc3)CC1C(c1cccc([N+](=O)[O-])c1)=NO2 (stereo not drawn)	92	112	-6	3.2	6	1.8	-10	9	-6	-0.5
CCCOc1ccc(NC(=O)CC2C(=O)N(CC)C(=S)N2Cc2cccs2)cc1 (stereo not drawn)	98	98	7	1.6	-3	1.1	-1	2	3	-0.4
COC(=O)/C(C#N)=C/c1c[nH]c2ccccc12	120	147*	-35	0.2	-26	1.7	-1	-22	26	-0.2
CC(C)n1nnnc1SCC(=O)NNC(=O)C1CCCCC1	92	97	14	0.4	-7	1.1	-6	9	7	-0.4
O=C(O)c1cc2ccccc2c(=O)s1	111	98	7	-0.8	-10	1.1	-9	-12	10	-0.3
O=C(NCCOC(=O)c1ccc(C(=O)OCCNC(=O)c2ccccc2)o1)c1ccccc1	99	96	11	3.8	-9	1.1	-2	1	9	-0.3
O=C1c2cccnc2C(=O)N1Cc1ccc(Cl)cc1	103	101	5	1.6	-4	1.3	-6	-4	4	-0.3
CC(Oc1ccc(Cl)cc1)C(=O)NCCCn1ccnc1 (stereo not drawn)	102	96	10	-0.3	1	1.3	-7	-2	-1	-0.5
COc1ccc(C2CC(c3ccc4ccccc4c3)=NN2C(=O)CN2CCC(C(N)=O)CC2)cc1 (stereo not drawn)	121	109	-3	2.4	-41	1	-3	-24	41	-0.1
CC1(C)CC(=O)C(C2(O)C(=O)N(Cc3ccccc3)c3ccccc32)CO1 (stereo not drawn)	99	103	-1	-0.8	-3	1.2	-5	1	3	-0.2
C1CCC(NC2=NCCC2)CC1	95	99	5	1.2	12	1.2	-3	6	-12	0.1
Cc1cccc(-n2ncc3c(NCc4ccc5c(c4)OCO5)ncnc32)c1	106	99	1	1.1	-12	1.2	-4	-7	12	0.0
COC(=O)CN1C(=O)N/C(=C/c2cc(Cl)c(OC)c(OC)c2)C1=O	101	96	8	0.2	-5	0.92	-9	-3	5	-0.2

Some entries already given, reduced to Hsp70 activator, STAT1 activator and NF-kB neuron act:
| mol | Hsp70 activator | STAT1 activator | NF-kB neuron act |
| --- | --- | --- | --- |
| CN(C)S(=O)(=O)Oc1ccsc1C(=O)Nc1cccc(Cl)c1 | -0.2 | 95 | 0.96 |
| Cc1ccc(NC(=O)C(C)c2ccc(-c3ccccc3)c(F)c2)cc1 (stereo not drawn) | -0.3 | 95 | 0.78 |
